Source: PubChem
Rab2 wt GTP = modulators of GTP binding to Rab2A wildtype, primary screen, biochemical, dog, bead-based flow cytometry, multiplex | GST-Rab2 wt beads, Bodipy-GTP binding | GTP binding activity, % at 10 µM | 0.19% of 190,000 active | AID 760, 2007;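 active means GTP binding activity at least 20 points away from 100%, either lowered or raised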;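 further: 0% = beads with excess unlabeled GTP and 100% = no-compound control corrected for plate trend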
Bcl-2 Bim block = inhibitors of Bim-Bcl-2 binding, primary screen, biochemical, multiplexed, human Bcl-2 family; Apoptosis regulator Bcl-2 (Homo sapiens), P10415; Bead-based flow cytometry, Bim peptide-Bcl-2 binding; 0.06% of 190,000 active; inhibition, % at 10 µM; AID 950, 2007; in the data active means inhibition above about 40%;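 further: 0% = no compound wells with probe peptide and 100% = reference peptide inhibitor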
Target sequence (P10415 whole entry, looked up): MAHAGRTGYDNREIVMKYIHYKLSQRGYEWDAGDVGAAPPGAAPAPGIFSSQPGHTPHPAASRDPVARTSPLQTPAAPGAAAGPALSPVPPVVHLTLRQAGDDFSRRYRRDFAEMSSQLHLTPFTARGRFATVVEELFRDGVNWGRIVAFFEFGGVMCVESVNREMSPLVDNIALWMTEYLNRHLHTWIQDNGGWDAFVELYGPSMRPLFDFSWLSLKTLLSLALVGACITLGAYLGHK
Bim-Bcl-W = inhibitors of Bim binding to Bcl-W, primary screen, biochemical, multiplexed, bead-based flow cytometry | inhibition, % at 10 µM | 0.02% of 190,000 active | Bcl-2-like protein 2 (Homo sapiens), Q92843 | Bim peptide-Bcl-W binding;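 further: 0% = bound tracer without compound and 100% = peptide blocker; higher means less fluorescent Bim peptide bound to Bcl-W beads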
Bfl-1 Bim block = inhibitors of Bim binding to Bfl-1, primary screen, biochemical, multiplexed, bead-based flow cytometry. Bcl-2-related protein A1 (Homo sapiens), Q16548. 0.12% of 190,000 active. inhibition, % at 10 µM. Bim-Bfl-1 binding inhibition;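 further: 0% = wells without compound plus tracer and 100% = blocker peptide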
Rac1 mut GTP = GTP binding modulators of activated mutant Rac1, primary screen, biochemical, bead-based flow cytometry, multiplex, fluorescent GTP. Ras-related C3 botulinum toxin substrate 1 (Homo sapiens), P63000. GST-Rac1 activated beads; actives lie on both sides; 100% means binding = to untreated wells. percent activity (GTP binding), % at 10 µM. 0.11% of 190,000 active;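 active means GTP binding at least 20 percentage points away from the 100% baseline, in either direction, so actives lie on both sides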
HRas wt GTP = modulators of GTP binding to HRas wildtype, primary screen, biochemical, bead-based flow cytometry, multiplex. GST-Ras wt beads, Bodipy-FL-GTP binding; actives lie on both sides. GTP binding activity, % at 10 µM. 0.14% of 190,000 active. AID 759, 2007. GTPase HRas (Homo sapiens), P01112;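 active means GTP binding activity at least 20% away from the 100% baseline, either lowered as inhibitor or raised as activator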;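 further: 0% = unlabeled GTP competition control and 100% = no-compound control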
Target sequence (P01112 whole entry, looked up): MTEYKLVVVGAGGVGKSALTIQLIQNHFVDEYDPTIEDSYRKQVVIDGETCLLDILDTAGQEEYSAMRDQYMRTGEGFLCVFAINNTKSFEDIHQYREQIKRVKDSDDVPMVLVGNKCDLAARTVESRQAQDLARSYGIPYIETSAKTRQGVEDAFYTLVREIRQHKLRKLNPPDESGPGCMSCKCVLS
Rac1 wt GTP bind = wildtype Rac1 GTP binding modulators, primary screen, biochemical, GST-Rac1 beads, flow cytometry, multiplex | fluorescent GTP binding; actives lie on both sides; 0 = cold GTP competed, 100 = untreated | Ras-related C3 botulinum toxin substrate 1 (Homo sapiens), P63000 | AID 757, 2007 | 0.27% of 190,000 active | GTP binding activity (% of control), % at 10 µM;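 active means GTP binding activity at least 20 points away from the 100% control level, either lower or higher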
Bim-Bcl-XL = inhibitors of Bim-Bcl-XL binding, primary screen, biochemical, multiplexed, bead flow cytometry, human Bcl-XL | Bcl-2-like protein 1 (Homo sapiens), Q07817 | Bim peptide-Bcl-XL binding, fluorescence | inhibition, % at 10 µM | 0.04% of 190,000 active
Target sequence (Q07817 whole entry, looked up): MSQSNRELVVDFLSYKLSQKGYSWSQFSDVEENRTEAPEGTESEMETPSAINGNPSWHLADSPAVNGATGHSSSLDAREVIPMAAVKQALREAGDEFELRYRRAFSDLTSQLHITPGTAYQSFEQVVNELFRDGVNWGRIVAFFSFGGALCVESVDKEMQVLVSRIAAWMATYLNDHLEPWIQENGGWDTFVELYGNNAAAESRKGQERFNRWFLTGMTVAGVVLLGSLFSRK
Bcl-B Bim block = inhibitors of Bim-Bcl-B binding, primary screen, biochemical, multiplexed, human Bcl-2 family | Bcl-2-like protein 10 (Homo sapiens), Q9HD36 | bead-based flow cytometry, Bim peptide-Bcl-B binding | inhibition, % at 10 µM | 0.073% of 190,000 active | AID 951, 2007;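 further: 0% = tracer peptide without compound and 100% = reference inhibitor peptide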
Rab7 wt GTP bind = modulators of GTP binding to Rab7, primary screen, biochemical, wildtype, multiplex bead flow cytometry; GTP binding activity (percent of control), % at 10 µM; 0.055% of 190,000 active; GST-Rab7 beads, fluorescent GTP binding; actives lie on both sides; untreated = 100%, excess cold GTP = 0%;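 active means fluorescent GTP binding to Rab7 beads changed by at least 20 points from the 100% baseline, either direction, mostly lower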;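 further: median green fluorescence of bound Bodipy-FL-GTP per Rab7 bead population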
Cdc42 wt GTP = modulators of GTP binding to wildtype Cdc42, primary screen, biochemical, multiplex bead flow cytometry, Bodipy-GTP; Cell division control protein 42 homolog (Homo sapiens), P60953; GST-Cdc42 beads; actives lie on both sides; percent activity (GTP binding), % at 10 µM; 0.2% of 190,000 active; AID 761, 2007;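 active means percent activity GTP binding at least 20 points away from the 100% baseline, either down as inhibitor or up as activator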;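 further: median bead fluorescence of bound Bodipy-FL-GTP at 100 nM; 0% = excess unlabeled GTP control and 100% = no compound control; below 100% means less GTP binding so inhibitor and above means activator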
Target sequence (P60953 whole entry, looked up): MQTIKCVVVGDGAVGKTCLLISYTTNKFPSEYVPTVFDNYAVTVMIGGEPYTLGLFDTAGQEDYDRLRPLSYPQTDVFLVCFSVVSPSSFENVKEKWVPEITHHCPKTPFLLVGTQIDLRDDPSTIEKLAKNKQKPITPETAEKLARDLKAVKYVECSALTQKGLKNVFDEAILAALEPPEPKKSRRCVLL
* hit, by the source's call; . = not tested or not shown; & = joins results of further samples. Unless noted, no stated cut-off is given here; in the data, active means inhibition above about 40%.

SMILES	Rab2 wt GTP	Bcl-2 Bim block	Bim-Bcl-W	Bfl-1 Bim block	Rac1 mut GTP	HRas wt GTP	Rac1 wt GTP bind	Bim-Bcl-XL	Bcl-B Bim block	Rab7 wt GTP bind	Cdc42 wt GTP
CCOc1ccccc1-c1cc(C(=O)N/N=C/c2ccc3c(c2)OCO3)c2ccccc2n1	101	0	5	2	103	104	103	3	1	100	103
Nc1ccccc1C(=O)/C=C/c1ccc2c(c1)OCO2	100	-2	2	8	98	99	103	-1	1	99	100
CCOC(=O)c1cnn(-c2nc3c(C)cccc3s2)c1C(F)(F)F	99	-5	3	-9	98	98	102	-1	-3	96	99
Cc1nc(-c2ccccc2)sc1C(=O)CSc1ccccc1	90	1	-1	-3	87	92	90	4	1	89	89
COCCNC(=O)CN(c1ccc(C)cc1)S(=O)(=O)c1ccc(SC)cc1	101	-3	6	-12	99	101	105	0	-4	99	104
COc1ccc(OCC(=O)Nc2ccc(N3CCOCC3)cc2)cc1	101	-2	-1	-1	98	98	99	-5	-1	103	99
FC(F)(F)c1cccc(N2CCc3cn[nH]c32)c1	96	-3	-5	0	93	95	97	-1	-2	97	97
CCOC(=O)c1[nH]c2ccc(OC)cc2c1NC(=O)/C=C/c1ccc2c(c1)OCO2	100	3	7	1	100	96	96	6	6	99	94
NC(=O)N1c2ccccc2CC(=O)c2ccccc21	99	-1&-1	1&0	-1&0	94	102	95	0&-2	-1&-1	101	100
O=C1CC(N2CCN(c3ccc(Cl)c(Cl)c3)CC2)C(=O)N1 (stereo not given)	93	-1	-2	-3	95	92	89	-2	0	98	90
CCOC(=O)Cc1csc(NC(=O)/C=C\c2ccccc2)n1	97	0	-3	-4	96	95	99	-3	-3	96	95
CCC(C)(C)NC(=O)CCCSc1nc2ccccc2s1	96	-3	0	-5	95	97	95	0	-2	95	97
CC1(C)CC2(CCO1)OC(=O)CC2C(=O)Nc1ccccc1Cl (stereo not given)	98	4	-1	-3	95	100	99	-2	-3	99	101
CC(C)NC(NC(=O)Cc1ccccc1)C(Cl)(Cl)Cl (stereo not given)	91	-5	0	-16	92	94	92	1	-6	93	96
COc1cccc(C(=O)N2CCN(Cc3cn[nH]c3-c3ccc(F)cc3F)CC2)c1	100	-2	-5	-6	95	99	99	-9	-10	104	97
O=C1CCC(C(=O)Nc2nnc(C3CC3)s2)=NN1	99	1	-4	-4	99	99	101	-1	-6	101	100
Cc1cc([N+](=O)[O-])nn1CC(=O)NNC(=S)Nc1ccc([N+](=O)[O-])cc1	99	3	2	7	94	97	91	-1	-8	99	94
O=C(Cn1c(O)c(/C=C2\C=Nc3ccccc32)sc1=O)Nc1ccc2c(c1)OCO2	97	1	-2	-1	99	100	98	-3	-3	98	99
Oc1ccc(Cl)cc1/C=N/c1nccs1	97	0	0	-1	98	99	100	-4	-3	98	99
CN(Cc1ccccc1)S(=O)(=O)c1ccc2[nH]cc(C(=O)NCC3CCCO3)c(=O)c2c1 (stereo not given)	97	1	-4	-5	95	97	102	-1	-6	98	100
COc1ccc2cc(CN(Cc3ccco3)C(c3nnnn3C3CCCCC3)C(C)C)c(=O)[nH]c2c1 (stereo not given)	101	-8	-6	-15	97	103	101	-7	-6	102	89
COc1ccc(C(=O)N2CCN(S(=O)(=O)N3CCOCC3)CC2)cc1OC	97	-9	0	-7	93	99	99	-3	-6	98	97
Cc1ccc(CS(=O)(=O)CCC(=O)NCc2ccc3c(c2)OCO3)cc1	100	-2	-2	-5	100	101	101	0	-4	97	102
Cc1ccsc1C(=O)C1CCCN(Cc2cccn2-c2ccc(Cl)cn2)C1 (stereo not given)	95	0	1	5	91	91	90	0	-3	97	89
COc1cc(C)nc(N2CCCC(C(=O)NCC(C)C)C2)n1 (stereo not given)	100	-3	-5	-1	101	97	103	-6	-6	97	103
CCNS(=O)(=O)c1ccc(C(=O)Nc2ccccc2)cc1	98	-4	2	-5	96	99	99	-1	-3	102	98
O=C(/C=C/c1ccco1)NCC1(c2ccccc2)CCCC1	101	0	-5	6	101	104	104	-9	-12	103	101
Cc1ccc2[nH]c(=O)c(C(c3nnnn3C3CCCC3)N3CCCc4ccccc43)cc2c1 (stereo not given)	95	7	-5	0	98	98	99	-5	-7	93	96
CNC(=O)NCC12CC3CC(CC(C3)C1)C2	101	-3	-2	-2	98	102	105	0	-2	98	102
CC(=O)Nc1ccc(S(=O)(=O)Nc2nc3ccccc3nc2N2CCCC2)cc1	99	1	0	-7	98	100	97	-2	-2	102	99
COc1cc(OC)cc(C(=O)NCC(=O)OC2CCOC2=O)c1 (stereo not given)	103	-12	0	-13	98	101	107	-7	-11	105	101
CCOc1ccc(NC(=O)c2ccc3snnc3c2)cc1	100	-5	-7	-2	101	98	101	-6	-6	92	101
Cc1cc(C(=O)O)c(=O)[nH]c1C	102	0	-1	-2	101	104	102	0	-4	100	103
O=C(O)CNC(=O)c1ccccc1NC(=O)c1ccco1	100	0	-3	1	98	98	101	0	1	99	100
O=C(OCc1cnc(Cl)s1)c1cccc(Cl)c1Cl	99	76*	12	51*	98	98	103	7	70*	100	99
O=C(Cn1c(-c2ccccc2)c[n+]2ccsc12)c1ccc([N+](=O)[O-])cc1	97	2	-4	6	95	95	97	-4	1	105	95
Cc1ccc(S(=O)(=O)NNC2CC(=O)N(c3ccc(Br)cc3)C2=O)cc1 (stereo not given)	99	-2	1	-2	97	101	105	3	-1	102	97
Cc1ccc(/C=C2\SC(=S)N(Cc3ccccc3)C2=O)o1	90	10	18	24	88	89	89	13	-4	89	88
COc1ccc(-c2nc(NC(=O)CSCCO)sc2C)cc1	95	3	0	-4	93	95	97	0	-3	96	94
C=CCOc1c(Br)cc(/C=C2/NC(=S)N(C(C)=O)C2=O)cc1OC	100	-1	0	-3	96	98	95	-1	-7	105	100
CCCSc1nc2ccsc2c(=O)n1CC	95	0	0	-1	87	89	88	-3	0	98	90
CC(NC(=O)Nc1cccc(Cl)c1)C(c1cccs1)N1CCCC1 (stereo not given)	96	2	-3	-1	98	98	102	-2	-5	98	96
CCCOc1ccc(N2C(=O)CC(SC(=N)N3N=C(c4ccccc4)CC3c3ccccc3)C2=O)cc1 (stereo not given)	104	0	-1	-1	97	100	103	-1	-3	105	96
COC(=O)c1c(NC(=O)CSc2nnnn2-c2ccccc2)sc2c1CCCC2	92	2	3	5	92	95	94	6	3	92	92
C/C(=C\c1ccccc1)C(=O)n1nnc2ccccc21	101	-6	1	-10	97	102	105	-2	-5	102	98
Cc1cccc(-n2cc(CN3CCN(Cc4nccn4C)CC3)c(-c3cccc(F)c3)n2)c1	98	-2	-1	-8	95	99	98	-3	-1	96	97
Cn1c(SCc2ccc(C#N)cc2)nnc1-c1cccc(Cl)c1	95	-10	-1	-15	95	97	96	-9	-8	93	98
Cc1cc(NC(=O)CSc2nnc(Cc3ccccc3)o2)no1	92	-11	-5	-17	92	93	89	-4	-14	91	94
COc1ccc(-c2csc(NC(=O)CSc3nc(SC)ns3)n2)cc1	100	-7	-3	-10	100	99	102	-6	-5	98	100
CSc1nc2ccc(NS(=O)(=O)c3ccc(Cl)s3)cc2s1	97	8	3	4	95	96	95	1	7	97	96
Cc1cc(Cl)ccc1Oc1ncc(CN2CCN(c3ccccc3)CC2)s1	94	-5	1	-9	95	96	95	-1	-6	94	97
CN(C(=O)c1ccco1)c1nc(CC(=O)Nc2ccccc2)cs1	98	3	0	1	98	99	99	-2	.	96	99
COc1ccc(NC(=O)N(CCO)Cc2cc3c(C)cc(C)cc3[nH]c2=O)cc1	97	-2	-2	-11	99	99	101	-3	-5	99	100
CCOC(=O)c1nn(-c2cccc(C)c2)c2nc(-c3ccccc3)c(C#N)c(=O)n12	100	3	-4	-16	101	102	105	-8	-2	96	105
COc1ccc(O[C@H]2C=C[C@@H](c3ccccc3)O[C@@H]2COC(=O)CC/C(C)=N/OC[C@@H](O)[C@H]2O[C@@H]3OC(C)(C)O[C@@H]3[C@H]2O)cc1	103	0	-1	-1	100	102	105	-5	-3	102	103
O=C(O)c1ccc2c(c1)ncn2C1CCCC1	95	-3	-4	1	93	93	95	-5	-3	94	94
CCC(C)NC(=O)CSc1nc2ccccc2c(=O)n1-c1c(C)n(C)n(-c2ccccc2)c1=O (stereo not given)	92	-1	0	-3	94	95	94	0	-2	95	96
O=C(C1COc2ccccc2O1)N1CCn2c(nc3ccccc32)C1 (stereo not given)	99	-6	1	-10	97	99	104	-4	-4	97	101
COc1ccc(-c2nnc(-c3ccc(N)cc3)o2)cc1	93	-1	-2	-4	95	96	95	0	3	94	97
O=C(CSc1nnc(-c2cccnc2)n1Cc1ccco1)c1ccc2ccccc2c1	90	-4	-3	-8	91	91	92	-7	-9	88	95
Next records
SMILES	Rab2 wt GTP	Bcl-2 Bim block	Bim-Bcl-W	Bfl-1 Bim block	Rac1 mut GTP	HRas wt GTP	Rac1 wt GTP bind	Bim-Bcl-XL	Bcl-B Bim block	Rab7 wt GTP bind	Cdc42 wt GTP
CCCCn1nnnc1NCc1ccc(OC)c(OC)c1OC	97	-5	-6	-7	96	97	103	-7	-5	99	96
COc1ccc(/C=C/C(O)=C2/C(=O)NC3(C)CC2c2ccccc2O3)c(OC)c1OC (stereo not given)	97	-5	-2	-7	96	97	99	-1	-5	100	101
COc1ccc(C(=O)N2CCN=C2SCc2cccnc2)cc1OC	97	-10	0	-16	96	95	97	-5	-4	96	98
CNS(=O)(=O)c1cccc(C(=O)NCC(c2cccs2)N(C)C)c1 (stereo not given)	96	-8	0	-8	93	98	93	-10	-6	98	96
CCOC(=O)Nc1ccc2c(C)cc(=O)oc2c1	97	-2	0	-2	94	97	94	-1	2	96	97
CC1=NN(C(C#N)c2ccccc2C)C(C)(C)C1 (stereo not given)	95	-2	-4	-5	96	96	101	-1	-9	102	94
CCOC(=O)C(NC(=O)Nc1ccc(F)cc1F)(Oc1ccc(F)cc1)C(F)(F)F (stereo not given)	101	-14	-3	-18	102	101	105	-7	-5	101	102
